Compound activity from PubChem.
ATG4B inh: inhibitors of human ATG4B cysteine protease; Q9Y4P1; inhibition, % at 8.33 µM; ATG4B cleavage of LC3-PLA2, NBD-HPC fluorescence, 1 h; hit rate 0.51% among 340,000; AID 504462; in the data active = inhibition above about 40%
mIAP activ: increases mouse intestinal alkaline phosphatase activity. muIAP, CDP-Star luminescence, 30 min; active compounds read high; 1 = vehicle-only enzyme signal, 0 = enzyme-free wells. hit rate 0.24% among 330,000. AID 2805. activation factor at 10 µM;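 active = activation factor of at least 2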; note: the source names both 10 and 20 µM as test concentration; values of inactives mirror those of a sister screen read the other way
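System: Mouse IAP enzyme | Also added: CDP-Star substrate | Dosing: Compounds dispensed in DMSO | Schedule: 30 min enzyme-substrate-compound incubation at room temperature | Technique: Chemiluminescence readout | Control set: DMSO-only wells and no-enzyme negative control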
hIAP activ: human IAP activation; hit rate 0.16% among 330,000; activation factor at 10 µM; purified human IAP, CDP-Star luminescence, 30 min; active compounds read high; 1 = vehicle-only enzyme, 0 = enzyme-free background; P09923;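 active = activation factor of the enzyme at least 2-fold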; note: the source names both 10 and 20 µM as test concentration; values of inactives mirror those of a sister screen read the other way
HKDC1 inhibitor: blocks human hexokinase HKDC1 activity; recombinant HKDC1, G6PDH/diaphorase resazurin coupled fluorescence; inhibition, % at 20 µM; hit rate 0.16% among 340,000; Q2TB90;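 active = inhibition above about 35% when tested at 20 µM, limit read from the data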;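 note: plate controls were DMSO wells with enzyme for no effect and DMSO wells lacking enzyme for full effect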
Target sequence (Q2TB90 whole entry, looked up): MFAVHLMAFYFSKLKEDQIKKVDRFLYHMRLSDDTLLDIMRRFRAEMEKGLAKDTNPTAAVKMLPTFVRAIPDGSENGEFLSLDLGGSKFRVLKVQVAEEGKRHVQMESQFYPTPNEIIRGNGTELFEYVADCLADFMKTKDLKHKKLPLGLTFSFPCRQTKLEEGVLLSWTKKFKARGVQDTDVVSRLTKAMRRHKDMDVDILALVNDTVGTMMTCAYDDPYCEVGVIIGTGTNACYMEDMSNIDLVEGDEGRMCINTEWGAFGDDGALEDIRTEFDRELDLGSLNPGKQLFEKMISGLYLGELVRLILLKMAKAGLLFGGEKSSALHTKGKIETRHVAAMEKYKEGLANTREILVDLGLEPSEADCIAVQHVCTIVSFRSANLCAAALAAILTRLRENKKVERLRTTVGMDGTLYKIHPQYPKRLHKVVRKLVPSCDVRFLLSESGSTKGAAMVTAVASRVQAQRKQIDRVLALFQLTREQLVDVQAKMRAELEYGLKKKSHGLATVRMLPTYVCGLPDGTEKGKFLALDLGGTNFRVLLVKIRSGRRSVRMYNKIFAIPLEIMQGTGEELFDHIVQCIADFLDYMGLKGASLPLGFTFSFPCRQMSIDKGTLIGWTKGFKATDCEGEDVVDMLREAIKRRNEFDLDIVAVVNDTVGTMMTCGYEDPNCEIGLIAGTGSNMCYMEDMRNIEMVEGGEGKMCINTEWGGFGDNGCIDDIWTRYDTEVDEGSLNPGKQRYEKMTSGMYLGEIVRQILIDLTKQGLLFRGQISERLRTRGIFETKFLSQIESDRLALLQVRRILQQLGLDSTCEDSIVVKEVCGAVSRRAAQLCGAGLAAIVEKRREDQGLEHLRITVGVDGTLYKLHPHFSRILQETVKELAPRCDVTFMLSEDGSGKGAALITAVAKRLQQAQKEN
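Test system: HK5 enzyme. Quantity: 5 µg/mL HK5 final. Reagent: glucose and ATP substrates. Schedule: 90 min reaction incubation at room temperature, dark. Technique: resazurin-to-resorufin fluorescence via G6PDH and diaphorase coupling, 525/613 nm. Control set: DMSO wells with and without enzyme mix.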
PfGluPho inh: PfG6PD (Plasmodium falciparum) enzyme inhibition; inhibition, % at 20 µM; PfGluPho enzyme, NADPH resazurin-diaphorase fluorescence; hit rate 0.78% among 350,000; AID 504690;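 active = inhibition reaching at least a set limit at 20 µM in the primary screen, cut at about 59% in these data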;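 note: 0% = DMSO wells with substrate and 100% = DMSO wells lacking glucose-6-phosphate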
A3A deaminase: inhibitors of human APOBEC3A DNA deaminase; AID 493011; inhibition, % at 20 µM; recombinant A3A, FAM/TAMRA ssDNA deamination fluorescence; P31941; hit rate 0.41% among 330,000;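 active = at least 40% inhibition at 20 µM here, with at most 30% in a related deaminase screen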;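 note: plate controls were A3A with DMSO for no effect and wells lacking A3A enzyme for full effect; some results filed as inactive read as strong as hits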
mIAP inh: blocks mouse intestinal alkaline phosphatase. inhibition, % at 10 µM. purified mouse IAP, CDP-Star luminescence, 30 min. hit rate 0.2% among 330,000;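 active = inhibition of at least 40% at 10 µM in the primary screen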;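 note: plate controls were DMSO with enzyme for no effect and no enzyme wells for full effect; values of inactives mirror those of a sister screen read the other way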
hIAP inh: human IAP inhibition; P09923; purified IAP, CDP-Star luminescence, 30 min; inhibition, % at 10 µM; hit rate 0.12% among 330,000; AID 2544;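 active = inhibition reaching a set limit with compound at 10 µM in the primary screen, cut at about 35% in these data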;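 note: plate controls were DMSO wells with enzyme for no effect and no-enzyme buffer wells for full effect; values of inactives mirror those of a sister screen read the other way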
An asterisk follows results filed as active; nt = no result given.

SMILES | ATG4B inh | mIAP activ | hIAP activ | HKDC1 inhibitor | PfGluPho inh | A3A deaminase | mIAP inh | hIAP inh
C=CCN1N=C(/C=C/c2ccc(OC)cc2)CCC1=O | -4 | 1 | 1.1 | -5 | 13 | -2 | 0 | -10
CCCC(=O)NC(c1ccc(OC)cc1)c1c(O)ccc2ccccc12 (stereo not given) | -4 | 0.99 | 1 | 9 | 10 | -4 | 1 | -4
CC(C)(C)NC(=O)CSc1nc(O)cc(=O)n1-c1ccccc1 | 8 | 1.1 | 1 | -1 | -9 | -1 | -15 | -3
CC(=O)Nc1ccc(C2Nc3cc(C)c(C)cc3NC3=C2C(=O)CC(C)(C)C3)cc1 (stereo not given) | -5 | 1.1 | 0.9 | -2 | 0 | -1 | -12 | 10
O=C(Nc1ccccc1)c1ccc(NCc2ccco2)c(S(=O)(=O)N2CCOCC2)c1 | 2 | 1 | 0.87 | 3 | 12 | -1 | -3 | 13
CC(=O)C1C(c2ccc([N+](=O)[O-])cc2)c2c(noc2C)CC1(C)O (stereo not given) | -4 | 1.1 | 0.96 | -3 | 0 | 1 | -11 | 4
CN1CCC(=O)N([C@H](CN=[N+]=[N-])Cc2ccccc2)CC1 | -3 | 0.98 | 1 | -4 | -2 | 0 | 2 | -4
CC1(C)Oc2ccc3ccc(=O)oc3c2/C(=C/Nc2cccc(O)c2)C1=O | 4 | 0.98 | 1 | 5 | -4 | 33 | 2 | -1
CCOC(=O)/C(C#N)=c1/s/c(=C2\C=Cc3ccccc3N2CC)c(=O)n1CC | 14 | 0.88 | 1 | -2 | -9 | -3 | 12 | -3
O=C(Nc1ccccc1C(=O)NCc1cccnc1)c1ccccc1F | 3 | 1.1 | 0.7 | -9 | -10 | 6 | -12 | 30
O=C(Nc1cccc([N+](=O)[O-])c1)Nc1ccc2c(c1)OCCO2 | -2 | 0.8 | 0.86 | 8 | 36 | 0 | 20 | 14
CCOc1ccc(CCNC(=O)COC(=O)/C=C/c2cccc(OC)c2)cc1OCC | -2 | 0.99 | 1.1 | 1 | 5 | 10 | 1 | -13

Compound profiles, from the list above. Screens in order: ATG4B inh	mIAP activ	hIAP activ	HKDC1 inhibitor	PfGluPho inh	A3A deaminase	mIAP inh	hIAP inh
CC1(C)Oc2ccc3ccc(=O)oc3c2/C(=C/Nc2cccc(O)c2)C1=O in the list: 4	0.98	1	5	-4	33	2	-1
O=C(Nc1cccc([N+](=O)[O-])c1)Nc1ccc2c(c1)OCCO2 in the list: -2	0.8	0.86	8	36	0	20	14

Going on with the list:
SMILES | ATG4B inh | mIAP activ | hIAP activ | HKDC1 inhibitor | PfGluPho inh | A3A deaminase | mIAP inh | hIAP inh
CCOc1ncccc1C(=O)OCC(=O)NCCc1ccc(OC)cc1 | 13 | 0.95 | 1.2 | 7 | 8 | -18 | 5 | -23
O=C(Nc1ccc(NC(=O)C2CC2)nc1)c1cccs1 | 1 | 1.1 | 1 | -4 | 18 | -3 | -6 | 0
CCc1cc(=O)oc2c3c(cc(OCC(=O)NCc4ccncc4)c12)OC(C)(C)CC3 | -10 | 1 | 1.1 | 6 | 22 | -1 | -1 | -5
CN(C)S(=O)(=O)c1ccc(Nc2ccc(-c3ccc4c(c3)OCCO4)nn2)cc1 | -36 | 0.88 | 1 | -8 | -6 | 0 | 12 | -2
Cc1c(C(=O)NCCN2CCOCC2)oc2ccc(Br)cc12 | -15 | 0.98 | 0.92 | -6 | 11 | -3 | 2 | 8
Cn1c(N)c(C(=O)COC(=O)C2CCCCC2)c(=O)n(C)c1=O | 12 | 0.88 | 0.91 | 0 | -2 | -4 | 12 | 9
COc1ccc2[nH]c3c(c2c1)CCN1C(=O)C(CC(=O)NCc2ccco2)C[C@H](C(=O)N(C(C)C)C(C)C)[C@@]31C (stereo not given in full) | nt | 1 | nt | -4 | 8 | -3 | -4 | nt
Cc1cc(=O)[nH]c2c1c(C)nn2-c1ccccc1 | -4 | 1 | 1.1 | 3 | 8 | -3 | 0 | -8
COc1ccc(NC(=O)COC(=O)CCNS(=O)(=O)c2ccccc2)cc1OC | -7 | 1.1 | 1 | 15 | -5 | 16 | -8 | -1
Cc1ccccc1OCCC(=O)OCC(=O)N(C)c1c(N)n(Cc2ccccc2)c(=O)[nH]c1=O | -1 | 1 | 1 | -5 | 8 | 33 | 0 | -2
O=C(Nc1ccncc1)c1cc(S(=O)(=O)N2CCN(c3ccccc3)CC2)ccc1Cl | -6 | 0.92 | 0.94 | 6 | 5 | -1 | 8 | 6
S=c1[nH]nc(C2CCCCC2)n1/N=C/c1ccccc1 | 0 | 0.95 | 0.89 | 0 | 27 | 1 | 5 | 11
CCCCNC(=O)c1ccc2c(c1)N(CC)C(=O)c1ccccc1S2(=O)=O | -4 | 0.96 | 1 | 0 | -1 | -3 | 4 | 0
c1ccc(NCc2nnc3n2CCCCC3)cc1 | -4 | 1 | 1 | -9 | -16 | -3 | -3 | -3
CCOc1ccc(C2/C(=C(\O)c3cccc(OC)c3)C(=O)C(=O)N2c2cc(C)on2)cc1OC (stereo not given) | -2 | 1 | 0.96 | -7 | -20 | 2 | -2 | 4
CNC(=S)N/N=C/c1cn(Cc2ccc(C)cc2)c2ccccc12 | 0 | 1.1 | 1.1 | 1 | 3 | -7 | -10 | -15
NC(=O)CSc1nnc(NC(=O)c2ccc(S(=O)(=O)N3CCOCC3)cc2)s1 | -7 | 0.94 | 1.1 | -7 | -7 | -2 | 6 | -6
CC1CC2=C(C(=O)O1)C(C)Nc1ccccc1N2 (stereo not given) | 3 | 1 | 0.97 | 15 | -27 | 0 | -1 | 3
C#CCNC(=O)C1=C[C@@H](c2csc3ccccc23)[C@H](CCCO)[C@@H](OCC)O1 | 2 | 0.92 | 0.8 | -5 | 4 | -3 | 8 | 20

Compounds from the list above that have an aryl methoxy group:
SMILES | ATG4B inh | mIAP activ | hIAP activ | HKDC1 inhibitor | PfGluPho inh | A3A deaminase | mIAP inh | hIAP inh
C=CCN1N=C(/C=C/c2ccc(OC)cc2)CCC1=O | -4 | 1 | 1.1 | -5 | 13 | -2 | 0 | -10
CCCC(=O)NC(c1ccc(OC)cc1)c1c(O)ccc2ccccc12 (stereo not given) | -4 | 0.99 | 1 | 9 | 10 | -4 | 1 | -4
CCOc1ccc(CCNC(=O)COC(=O)/C=C/c2cccc(OC)c2)cc1OCC | -2 | 0.99 | 1.1 | 1 | 5 | 10 | 1 | -13
CCOc1ncccc1C(=O)OCC(=O)NCCc1ccc(OC)cc1 | 13 | 0.95 | 1.2 | 7 | 8 | -18 | 5 | -23
COc1ccc2[nH]c3c(c2c1)CCN1C(=O)C(CC(=O)NCc2ccco2)C[C@H](C(=O)N(C(C)C)C(C)C)[C@@]31C (stereo not given in full) | nt | 1 | nt | -4 | 8 | -3 | -4 | nt
COc1ccc(NC(=O)COC(=O)CCNS(=O)(=O)c2ccccc2)cc1OC | -7 | 1.1 | 1 | 15 | -5 | 16 | -8 | -1
CCOc1ccc(C2/C(=C(\O)c3cccc(OC)c3)C(=O)C(=O)N2c2cc(C)on2)cc1OC (stereo not given) | -2 | 1 | 0.96 | -7 | -20 | 2 | -2 | 4
